hcGAS lum – Primary biochemical luminescence assay for human cyclic GMP-AMP synthase inhibitors; recombinant h-cGAS, ATP depletion, Kinase-Glo luminescence; inhibition, % at 12.5 µM; hit rate 0.081% among 290,000;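 note: 0% = vehicle reaction and 100% = reaction without DNA for no activity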
Target sequence (Q8N884 whole entry, looked up): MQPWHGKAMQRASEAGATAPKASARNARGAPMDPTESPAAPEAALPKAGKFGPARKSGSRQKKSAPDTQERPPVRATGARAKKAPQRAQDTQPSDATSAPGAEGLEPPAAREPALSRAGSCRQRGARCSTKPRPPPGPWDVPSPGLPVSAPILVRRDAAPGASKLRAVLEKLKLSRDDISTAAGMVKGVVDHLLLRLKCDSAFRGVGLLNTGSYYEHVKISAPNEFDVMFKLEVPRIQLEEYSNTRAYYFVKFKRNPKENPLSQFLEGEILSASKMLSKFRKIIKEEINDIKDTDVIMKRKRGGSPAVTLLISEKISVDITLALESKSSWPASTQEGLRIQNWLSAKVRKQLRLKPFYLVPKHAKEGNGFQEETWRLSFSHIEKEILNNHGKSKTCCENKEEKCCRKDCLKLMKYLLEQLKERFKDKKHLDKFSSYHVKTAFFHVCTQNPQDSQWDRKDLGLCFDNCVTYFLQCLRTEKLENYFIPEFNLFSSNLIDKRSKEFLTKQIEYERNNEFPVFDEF
NPYLR7 agonist – agonists of mosquito NPYLR7 receptor, primary screen, cell-based, Aedes aegypti, calcium fluorescence, mosquito biting behavior; Aedes aegypti neuropeptide Y-like receptor 7 (NPYLR7); HEK293T NPYLR7/Galpha15, GCaMP6s calcium fluorescence; activation, % at 10 µM; hit rate 0.15% among 270,000; in the data active = activation above about 40%;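 note: 0% = vehicle and 100% = reference agonist at the receptor; some compounds past the cut are filed as inactive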
mcGAS inh – cyclic GMP-AMP synthase inhibitors, mouse, primary biochemical chemiluminescence; inhibition, % at 12.5 µM; recombinant cGAS, Kinase-Glo ATP depletion luminescence; hit rate 0.15% among 160,000;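 note: 0% = negative control wells and 100% = reference inhibitor with no enzyme activity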
* = called active by the depositor; nt = no result given. Cut-off read from the data, not from the text of the source, unless noted: active = inhibition above about 40%; inactive = the rest.

SMILES,hcGAS lum,NPYLR7 agonist,mcGAS inh
CCOc1ccccc1C(=O)N1CC(=O)N(CCC#N)CC(O)C1 (configuration not stated),11,-8,-1
CN1CCN(Cc2noc(C3CCCO3)n2)C1=O (configuration not stated),-9,nt,-6
O=C(CSc1nnc(CN2CCCCC2)n1-c1ccccc1)NCC1CCCCC1,-4,5,-5
O=C(CSc1ccc(NC(=O)c2ccccc2)nn1)NCc1ccc(F)cc1,-8,4,-11
C/C(=C/c1ccccc1)CNCCCNc1ccncc1,-10,7,nt
C#CCN(CC(F)(F)F)C(=O)c1ccc(-c2ccccc2)cc1,-3,10,nt
Cc1ccc(CC(C#N)Sc2nc(C)c(C)n2CC2CCCO2)cc1 (configuration not stated),-6,-3,nt
CCOc1ccc(CC(=O)NCCc2cc3c(C)ccc(C)c3[nH]c2=O)cc1,-4,9,nt
CCC1c2ccsc2CCN1C(=O)C1CCN(S(=O)(=O)c2ccccc2)CC1 (configuration not stated),1,3,nt
NS(=O)(=O)c1ccc(CCN=Cc2ccc(Br)cc2)cc1,-11,6,-5
COc1ccccc1/C=C/C1=NC(=C\c2ccc(Br)cc2)/C(=O)O1,0,-4,nt
CCS(=O)(=O)c1ccc(-c2nnc(NC(=O)C3CCCN(S(C)(=O)=O)C3)o2)cc1 (configuration not stated),-5,-4,-7
CCN(CC)c1ccc2cc(-c3nnc(Nc4ccc(OC)cc4OC)s3)c(=O)oc2c1,-4,18,-6
COc1ccc(S(=O)(=O)N2CCC(n3c(=O)[nH]c4ccccc43)CC2)cc1OC,-8,-2,nt
CC/C=C(\C)CN1CCCC(CCNC(C)=O)C1 (configuration not stated),-4,nt,-4
O=C(Cn1nnc2ccccc2c1=O)NC1CCCCCC1,-10,5,nt
CCc1ccc(NC(=O)CSc2ccc3nc(-c4ccc(OC)cc4)cn3n2)cc1,-12,7,nt
CC(C)COC(=O)C1C2C=CC3(CN(Cc4cccs4)C(=O)C13)O2 (configuration not stated),0,5,nt
Cc1onc(-c2ccccc2Cl)c1C(=O)Nc1ccccc1C(=O)O,-3,-1,-4
O=C(c1csc(CSc2nnc(-c3cccnc3)n2-c2cccc(C(F)(F)F)c2)n1)N1CCN(c2ccc([N+](=O)[O-])cc2)CC1,-2,12,-5

Remaining list, next part:
SMILES,hcGAS lum,NPYLR7 agonist,mcGAS inh
CN(CCC1CCOCC1)C(=O)CSCc1ccccc1Cl,-7,0,-12
COc1ccc(C)cc1N1C(=O)CSC1c1cccc(NS(=O)(=O)c2ccc(F)cc2)c1 (configuration not stated),-4,3,-6
CC1CC1C(=O)Nc1cc(S(=O)(=O)N2CCOCC2)ccc1Oc1ccc(F)cc1 (configuration not stated),-6,2,-7
Clc1ccc(Cn2nnc3c(SCc4cccnc4)ncnc32)cc1,-6,13,14
CCOC(=O)c1c(NC(=O)CCl)sc(C(=O)OCCOC)c1C,0,-7,0
CCCCN(CCCC(=O)OCC)CC(=O)N1CCSC1c1ccc(F)cc1 (configuration not stated),-7,-4,-6
COc1ccc(N2CCN(C(=O)CCN(Cc3ccco3)c3nc(Cc4cccc(OC)c4)ns3)CC2)cc1,-16,-9,-5
COc1ccc(S(=O)(=O)NCCC(C)C)cc1,-1,3,-7
Cc1ccc(C(=O)Oc2coc(CSc3nc(C)cc(C)n3)cc2=O)cc1,-3,-14,-1
COc1ccc(-c2[nH]ncc2CN2CCC3(CC2)C(=O)N(C(C)C)C(=O)N3CCC(C)C)cc1,-2,10,-16
O=C(c1ccccc1C(F)(F)F)N1CC[C@@H](N2CCC(O)CC2)[C@H](O)C1,-8,6,nt
COc1cccc(CN2CCC2(C)C(=O)NC(C)(C)C)c1OC (configuration not stated),-6,11,nt
O=C(Cn1cc(COc2ccc3ccccc3c2)nn1)NS(=O)(=O)c1ccccc1OC(F)(F)F,-12,10,nt
CN(CCc1ccccn1)C(=O)c1cc2cc(Br)ccc2o1,-7,13,nt
O=S(=O)(CCn1ccnc1)Oc1ccccc1,-9,13,nt
Cc1ccc2cccc(NC(=O)N3CCN(c4ccccn4)CC3)c2n1,-6,1,-16
CCC(=O)Cn1nnnc1CNC(=O)OC(C)(C)C,-1,2,nt
O=C(NCc1c(Cl)cccc1Oc1ccccc1)c1cc(-c2ccc3c(c2)OCO3)nc2ccccc12,4,8,2
COc1ccccc1-n1c(SCc2ccc(C(=O)O)cc2)nnc1-c1ccco1,-3,-2,-6
C=CCn1c(=O)c2c(nc3n2CCN3c2cccc(Cl)c2C)n(C)c1=O,-3,-9,nt

(further entries)
SMILES,hcGAS lum,NPYLR7 agonist,mcGAS inh
Cc1ccccc1-n1nc(C)c(CNC(=O)CCC(=O)c2ccc(CCCC3CC3)cc2)c1C,-7,-6,-6
O=S(=O)(c1ccc(F)cc1)N1CCN(CCO)CC1,-2,1,nt
Cc1cc(C(=O)COc2ncnc3sc4c(c23)CCC4)c(C)n1-c1nccs1,-1,2,nt
Cc1nn(C)c2nc(C3CC3)cc(C(=O)Nc3ccc(N4CCOCC4)cc3)c12,-5,9,nt
O=C(NCc1ccco1)c1ccc(CN2CCCCC2)cc1,-3,-11,nt
O=C1CC[C@@H](CN(Cc2ccccn2)Cc2nc(-c3ccc4c(c3)OCO4)no2)N1,4,3,nt
CCn1nnc2c(N3CCN(CC(N)=O)CC3)ncnc21,-8,-1,nt
CCc1cc(=O)n2nc(N3CC(c4nc5ccccc5[nH]4)C3)sc2n1,-11,4,nt
COc1ccc(CCN(C)S(=O)(=O)c2ccc(OC)c(N3CCN(C(=O)c4ccc([N+](=O)[O-])o4)CC3)c2)cc1OC,-8,-1,-8
COc1ccc(S(=O)(=O)NC2CC(=O)N(c3ccccc3)C2)cc1C (configuration not stated),-8,9,nt
Cc1ccc(C(=O)NC(C)c2noc(Cc3ccccc3)n2)s1 (configuration not stated),-8,2,nt
CC(C)n1nccc1NC(=O)c1ccc(Br)o1,7,-7,-2
CCn1cc(Br)cc1C(=O)N(C)CC(F)(F)F,-18,-1,nt
COc1ccc(-n2c(Cc3ccccc3)nnc2SCCCCC(=O)NCCc2ccc(Cl)cc2Cl)cc1,-1,-1,-5
CCSCCC(C)NC(=O)N1CCOCC1CC (configuration not stated),-11,9,nt
COc1ccc2c(c1)N(C(=O)c1cccc(-n3ccnc3)c1)CC(C)O2 (configuration not stated),2,-4,nt
Nc1ncc2c(n1)CCOC2,-6,1,-9
O=C(c1cccc(C(F)(F)F)c1)C1CCCN(C(=O)c2cccc(-c3ncc[nH]3)c2)C1 (configuration not stated),-7,8,-10
NC(=O)c1nc(-c2ccccc2F)nc2c1[nH]c(=O)n2-c1ccccc1F,-8,0,-6
CCC1c2ccsc2CCN1C(=S)NCCc1ccccc1 (configuration not stated),-1,3,4

Arranged by heavy-atom count (highest first): some entries from above.
SMILES,hcGAS lum,NPYLR7 agonist,mcGAS inh
COc1ccc(CCN(C)S(=O)(=O)c2ccc(OC)c(N3CCN(C(=O)c4ccc([N+](=O)[O-])o4)CC3)c2)cc1OC,-8,-1,-8
COc1ccc(-n2c(Cc3ccccc3)nnc2SCCCCC(=O)NCCc2ccc(Cl)cc2Cl)cc1,-1,-1,-5
O=C(NCc1c(Cl)cccc1Oc1ccccc1)c1cc(-c2ccc3c(c2)OCO3)nc2ccccc12,4,8,2
Cc1ccccc1-n1nc(C)c(CNC(=O)CCC(=O)c2ccc(CCCC3CC3)cc2)c1C,-7,-6,-6
O=C(c1cccc(C(F)(F)F)c1)C1CCCN(C(=O)c2cccc(-c3ncc[nH]3)c2)C1 (configuration not stated),-7,8,-10
O=C1CC[C@@H](CN(Cc2ccccn2)Cc2nc(-c3ccc4c(c3)OCO4)no2)N1,4,3,nt
Cc1nn(C)c2nc(C3CC3)cc(C(=O)Nc3ccc(N4CCOCC4)cc3)c12,-5,9,nt
Cc1cc(C(=O)COc2ncnc3sc4c(c23)CCC4)c(C)n1-c1nccs1,-1,2,nt
NC(=O)c1nc(-c2ccccc2F)nc2c1[nH]c(=O)n2-c1ccccc1F,-8,0,-6
COc1ccc2c(c1)N(C(=O)c1cccc(-n3ccnc3)c1)CC(C)O2 (configuration not stated),2,-4,nt
COc1ccc(S(=O)(=O)NC2CC(=O)N(c3ccccc3)C2)cc1C (configuration not stated),-8,9,nt
Cc1ccc(C(=O)NC(C)c2noc(Cc3ccccc3)n2)s1 (configuration not stated),-8,2,nt
O=C(NCc1ccco1)c1ccc(CN2CCCCC2)cc1,-3,-11,nt
CCn1nnc2c(N3CCN(CC(N)=O)CC3)ncnc21,-8,-1,nt
O=S(=O)(c1ccc(F)cc1)N1CCN(CCO)CC1,-2,1,nt
CCSCCC(C)NC(=O)N1CCOCC1CC (configuration not stated),-11,9,nt
CC(C)n1nccc1NC(=O)c1ccc(Br)o1,7,-7,-2
Nc1ncc2c(n1)CCOC2,-6,1,-9

The list goes on.
Values run as follows: hcGAS lum | NPYLR7 agonist | mcGAS inh
O=[N+]([O-])C1=CC=C2C(=NC3(CCCCC3)N2O)C1=NCc1ccccc1
→ -16 | -13 | -15
CC1=NC2=C(C(=O)CCC2)C(c2cccc(O)c2)C1C(=O)OCCOc1ccccc1 (configuration not stated)
→ -3 | -4 | -3
CNC(=O)CC(C)N(C)Cc1ccncc1 (configuration not stated)
→ -3 | -2 | nt
CC12CS(=O)(=O)CC1SC(=S)N2Cc1ccccc1 (configuration not stated)
→ -11 | 2 | -4
COCCN(CC(=O)N1CC(=O)N(c2ccc(Cl)cc2)C1)C(=O)CCc1ccccc1
→ -9 | 25 | -5
Cc1ccc(-n2nc(C)c(-c3ccccc3)c2NC(=O)CN(CC(C)C)C(=O)c2ccc(Cl)cc2)cc1
→ -15 | -2 | -7
Oc1cccc(-c2nc3c(N4CCOCC4)nccc3[nH]2)c1
→ -3 | -4 | -8
CCN(CC)C1CCN(c2nccc(C3CCCC3)n2)C1 (configuration not stated)
→ -4 | -11 | nt
Cn1ccsc1=NC(=O)CC12CC3CC(CC(Br)(C3)C1)C2
→ -7 | -1 | nt
CN(Cc1cccc(O)c1)C(=O)c1c[nH]c2ccccc2c1=O
→ -6 | -1 | nt
O=C(Nc1ccc(C2SCC(=O)N2c2ccc3c(c2)OCO3)cc1)c1ccccc1Br (configuration not stated)
→ -5 | nt | -5
O=c1c2ccccc2ncn1CCCCOc1ccc(OCc2ccccc2)cc1
→ 3 | -6 | nt
O=C(Nc1cccc(CNc2ncnc3sccc23)c1)C1CCCO1 (configuration not stated)
→ -3 | 5 | nt
CCN(CC(=O)N1CCc2sccc2C1c1ccccc1C)C(=O)/C=C/c1ccccc1 (configuration not stated)
→ -2 | -9 | 2
COc1ccccc1OS(=O)(=O)CCS(=O)(=O)c1ccc(Cl)cc1
→ -2 | 4 | nt
CNC(=O)CSc1ncc(-c2ccc(Cl)c(Cl)c2)n1Cc1ccccc1
→ 1 | -4 | nt
CC1(C)CC(N2CCCCC2)=CC(=NCCCN2CCOCC2)C1
→ -5 | 3 | nt
CC(C)c1nc(C2CCCN2c2cccc(F)c2C#N)no1 (configuration not stated)
→ -12 | 1 | nt
CCN(CC)C(=O)Cn1cc(C(=O)N2CCC(CCc3ccccc3)CC2)nn1
→ -10 | 3 | nt
O=C(c1csc(CSc2nnc(-c3ccco3)n2-c2ccccc2Cl)n1)N1CCN(C/C=C/c2ccccc2)CC1
→ -3 | 10 | -5

More results
Values run as follows: hcGAS lum | NPYLR7 agonist | mcGAS inh
Cc1ccc(CC(=O)NCc2ccc(OC(C)C)nc2)cc1
→ -6 | 5 | nt
CCNC(=O)c1coc(CN(CCN2CCOCC2)Cc2ccccc2C)n1
→ -8 | 13 | -4
CN1CCN(C(=O)c2cc3nc(-c4ccc(F)cc4)cc(C(F)(F)F)n3n2)CC1
→ -4 | -5 | -4
COCCn1c(C(=O)Nc2cccc(C(C)=O)c2)cc2c(=O)n(C)c(=O)n(C)c21
→ -7 | 2 | -7
Clc1ccc(Cn2ncc3c(N4CCN(CCOc5ccc(Cl)cc5)CC4)ncnc32)cc1
→ -10 | 0 | -5
O=C(Nc1ccc(C2SCC(=O)N2c2ccc3c(c2)CCC3)cc1)c1ccc(C(F)(F)F)cc1 (configuration not stated)
→ -3 | 9 | -3
CC(C)c1nccc(CN2CCC(NS(C)(=O)=O)CC2)n1
→ -7 | 21 | nt
Nc1ccc(Cl)c(-c2nc3cc(Cl)ccc3o2)c1
→ 1 | 1 | -5
O=C(NCCn1nc(-c2cccs2)ccc1=O)c1ccccc1
→ 1 | 0 | -7
CC(NC(N)=O)C(=O)NCC(C)(C)c1c(Cl)cccc1Cl (configuration not stated)
→ -12 | 2 | nt
O=S(=O)(c1ccc2ccccc2c1)n1cnc2ccccc21
→ -1 | 7 | -3
